NR3A LBD binder – NR3A (human) ligand-binding domain modulation; NR3A LBD differential scanning fluorimetry, Tm shift; 0% = protein alone, 100% = glycine-bound protein; Tm shift relative to glycine control, % at 25 µM; 2.5% of 340,000 active; AID 1259313;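 active means melting temperature shift of at least 10% of the positive control shift, at one fixed dose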
PfG6PD inh – PfG6PD (Plasmodium falciparum) enzyme inhibition | PfGluPho enzyme, NADPH resazurin-diaphorase fluorescence | inhibition, % at 20 µM | 0.78% of 350,000 active;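 active means inhibition reaching at least a set limit at 20 µM in the primary screen, cut at about 59% in these data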;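 further: 0% = DMSO wells with substrate and 100% = DMSO wells lacking glucose-6-phosphate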
MPTP inh – blocks calcium-induced mitochondrial swelling; inhibition, % at 10 µM; 1.4% of 360,000 active; isolated mouse mitochondria, Ca2+ swelling absorbance, 30 min;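 active means inhibition of 50% or more, scaled per plate between neutral and stimulator controls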;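 further: 0% = DMSO wells given calcium and 100% = 1 mM EGTA wells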
SENP7 inh – blocks the human protease SENP7; inhibition, % at 5 µM; AID 434973; recombinant SENP7, Z-RLRGG-aminoluciferin luminescence, 40 min; Q9BQF6; 1.5% of 330,000 active;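 active means inhibition above about 50% at the single test dose, limit read from the data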;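 further: plate controls were DMSO with enzyme for no effect and no enzyme buffer wells for full effect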
SENP8 block – inhibitors of human SENP8 protease; Q96LD8; recombinant SENP8, Nedd8 substrate fluorescence; inhibition, % at 20 µM; 0.64% of 360,000 active; AID 602440; in the data active means inhibition mostly above about 40%, no sharp cut-off; inactive means mostly below about 27%
Target sequence (Q96LD8 whole entry, looked up): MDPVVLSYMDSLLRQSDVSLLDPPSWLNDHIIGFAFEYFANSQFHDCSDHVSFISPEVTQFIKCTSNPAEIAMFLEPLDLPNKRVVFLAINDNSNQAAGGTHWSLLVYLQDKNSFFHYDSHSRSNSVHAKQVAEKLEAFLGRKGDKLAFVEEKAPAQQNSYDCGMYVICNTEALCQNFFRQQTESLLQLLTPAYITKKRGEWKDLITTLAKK
HKDC1 inhibitor – HKDC1 (human) hexokinase inhibition; recombinant HKDC1, G6PDH/diaphorase resazurin coupled fluorescence; inhibition, % at 20 µM; 0.16% of 340,000 active; AID 493160;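 active means inhibition above about 35% when tested at 20 µM, limit read from the data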;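 further: plate controls were DMSO wells with enzyme for no effect and DMSO wells lacking enzyme for full effect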
Target sequence (Q2TB90 whole entry, looked up): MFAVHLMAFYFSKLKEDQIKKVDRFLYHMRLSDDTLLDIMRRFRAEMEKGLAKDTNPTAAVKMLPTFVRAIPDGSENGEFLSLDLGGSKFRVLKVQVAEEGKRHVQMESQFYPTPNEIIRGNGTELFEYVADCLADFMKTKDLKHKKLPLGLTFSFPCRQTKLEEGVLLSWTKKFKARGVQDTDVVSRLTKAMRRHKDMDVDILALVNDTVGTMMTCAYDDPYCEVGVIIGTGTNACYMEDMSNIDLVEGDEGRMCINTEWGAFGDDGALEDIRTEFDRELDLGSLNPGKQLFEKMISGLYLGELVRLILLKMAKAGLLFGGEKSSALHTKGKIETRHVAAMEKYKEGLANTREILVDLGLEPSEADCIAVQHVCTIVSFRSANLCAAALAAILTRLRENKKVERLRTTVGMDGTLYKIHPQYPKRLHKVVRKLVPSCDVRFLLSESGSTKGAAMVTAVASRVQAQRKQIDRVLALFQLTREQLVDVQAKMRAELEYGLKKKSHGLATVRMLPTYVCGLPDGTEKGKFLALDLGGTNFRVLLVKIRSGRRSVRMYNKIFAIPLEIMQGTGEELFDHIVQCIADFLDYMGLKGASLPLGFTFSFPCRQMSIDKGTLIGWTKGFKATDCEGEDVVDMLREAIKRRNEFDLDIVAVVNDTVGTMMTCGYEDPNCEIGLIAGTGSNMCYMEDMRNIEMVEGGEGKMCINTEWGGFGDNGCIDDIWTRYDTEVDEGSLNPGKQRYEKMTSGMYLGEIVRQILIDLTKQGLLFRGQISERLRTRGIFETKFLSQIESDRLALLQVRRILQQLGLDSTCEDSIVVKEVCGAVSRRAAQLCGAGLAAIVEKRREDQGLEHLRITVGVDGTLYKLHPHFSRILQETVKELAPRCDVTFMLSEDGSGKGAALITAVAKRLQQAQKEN
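Material – in-house recombinant HK5 (HKDC1) enzyme · Quantity – HKDC1 at 5 µg/mL · Buffer or medium – pH 8.0 Tris buffer with 10 mM MgCl2 · Reagent – glucose with 1 mM ATP · Dosing – single 20 µM dose · Times – reaction time 90 min, room temperature, protected from light · Technique – resorufin fluorescence at 613 nm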
SENP6 inh – SENP6 protease inhibition; Q9GZR1; Recombinant SENP6 catalytic domain, aminoluciferin luminescence; inhibition, % at 10 µM; 1.8% of 330,000 active; AID 2599;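 active means inhibition above about 50% at the single tested dose, limit read from the data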;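 further: plate controls were DMSO wells with enzyme for no effect and DMSO wells lacking enzyme for full effect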
ATG4B inhibitor – inhibitors of human ATG4B cysteine protease; Q9Y4P1; ATG4B cleavage of LC3-PLA2, NBD-HPC fluorescence, 1 h; inhibition, % at 8.33 µM; 0.51% of 340,000 active; AID 504462; in the data active means inhibition above about 40%
Active calls of the source: *; i = inactive; / = not tested or not shown.

SMILES	NR3A LBD binder	PfG6PD inh	MPTP inh	SENP7 inh	SENP8 block	HKDC1 inhibitor	SENP6 inh	ATG4B inhibitor
C/C(=N/NS(=O)(=O)c1ccccc1)c1ccc(Cl)cc1	-5	-13	-1.5	1	18	-1	-10	-9
C=CCNc1nnc(SCC(=O)Nc2ccccc2OC)c2ccccc12	4	20	-1.4	-6	-304	-6	17	-13
Cc1cccc(-n2ncc3c(NCCCN4CCCC4=O)ncnc32)c1	-3	7	-0.3	1	-10	-5	-7	-9
COc1ccc(S(=O)(=O)N2CCOCC2)cc1NC(=O)CSc1n[nH]c(=O)n1C1CC1	-3	-9	-2.7	-2	3	11	-4	-2
Cc1cccc(C(=O)N[C@H](C(=O)OCC(=O)NC2CCS(=O)(=O)C2)C(C)C)c1 (some centres undefined)	0	-16	-0.6	-1	17	-11	0	31
Cc1ccc(S(=O)(=O)NCCSc2ncccn2)cc1	1	8	-4.3	-6	2	-12	-4	-6
COc1ccc(C2c3c(ncn(Cc4ccco4)c3=N)Oc3ccc4ccccc4c32)cc1 (centres undefined)	-1	1	2.5	-1	-16	14	-25	13
C=CCn1c(Cc2cccc3ccccc23)n[nH]c1=S	-3	23	0.4	2	5	-1	-8	3
O=C(C1CCC(CNS(=O)(=O)c2cccs2)CC1)N1CCCCC1 (centres undefined)	-2	-9	1.1	2	14	-8	9	10
O=C(CCCCCNS(=O)(=O)c1ccc(Br)cc1)NCCN1CCOCC1	-2	0	-1.1	-1	22	-8	-1	2
Oc1ccc(-c2nc3ccccc3s2)c(O)c1	39*	-3	11	86*	-419	-2	97*	15
COc1ccc(C2Nc3ccccc3C(=O)N2c2ccc(C)cc2)cc1Cn1nc(C)c([N+](=O)[O-])c1C (centres undefined)	-2	32	4.1	4	-168	-9	5	-14
Cc1ccc(N2CC(C(=O)NCc3nnnn3-c3ccc(C)c(C)c3)CC2=O)cc1 (centres undefined)	1	-1	0.6	-5	10	-4	0	-3
COc1ccc(OC)c(NC(=O)CCN2C(=O)c3ccccc3C2=O)c1	2	4	-1.5	4	9	4	3	3
COCC(=O)NNC(=O)c1ccc(OC)cc1	2	8	-0.9	1	15	-11	2	4
CC(C)CC(=O)Nc1cccc(-c2cn3ccsc3n2)c1	-1	-6	-0.2	1	22	0	-14	-4
O=C(NCC1CCCO1)C1CCCN1C(=O)Nc1ccc(Cl)cc1 (centres undefined)	4	-9	0.1	6	6	-11	-24	-5
COc1cccc(N2CCN(S(=O)(=O)c3c(C)[nH]c(C)c3C(=O)N3CCCC3)CC2)c1	-1	3	-1.3	2	12	-5	12	-6
Cn1nnnc1SCC(=O)NCc1cccc(C(=O)O)c1	-1	1	1.5	3	21	-3	18	3
Cc1ccc(S(=O)(=O)Nc2cc3c(C(=O)Nc4ccccc4)c(C)oc3c3ccccc23)cc1	12*	22	15	-8	-77	23	-3	0
CC(C)Cc1csc(=S)[nH]1	1	40	-1.0	/	10	-4	/	-2
CSc1nc(N)nc(SCC(=O)c2ccccc2)c1C#N	-14	-3	1.7	0	16	0	4	6
Cc1ccc(NC(=O)c2ccccc2NC(=O)CCC(=O)O)cc1	-3	-21	-2.7	5	10	0	-28	2
O=C(CCN1C(=O)/C(=C/c2cccc(Br)c2)SC1=S)NNC(=O)c1cccnc1	1	-17	3.5	-6	25	-2	-2	8
N#Cc1c(N)n(C2CCCCC2)c2nc3ccccc3nc12	-18	-3	0.9	1	i	0	16	-9
CC(C(=O)NCC1(c2ccccc2)CCOCC1)N1CCOCC1 (centres undefined)	-4	-12	0.0	-9	16	4	-42	0
CCOC(=O)N1CCC(NC(=O)c2ccc(CS(=O)c3cccc(C)c3)o2)CC1 (centres undefined)	2	4	0.5	0	10	-7	3	-8
CC1=C(C)CC2C(=O)N(Cc3ccccc3)C(=O)C2C1 (centres undefined)	0	0	1.1	-9	2	-9	-16	-1
Cc1cccn2c(=O)c3cc(C(=O)NCCN4CCOCC4)c(=N)n(CCN4CCOCC4)c3nc12	0	-16	0.0	1	-315	-4	4	-1
Cc1ccc(-c2nc3ccccc3s2)cc1S(=O)(=O)N1CCCC1	1	-7	-4.1	9	-5	11	-3	6
Oc1c(Cl)cc(Cl)cc1C=Nc1ccc(N2CCOCC2)cc1	2	23	14	-4	-12	7	21	4
Cc1ccccc1CSc1nnc([C@@H]2CCCN2)o1	-2	-2	4.1	-8	16	-1	-39	3
O=C(NC(Cc1ccccc1)C(=O)O)/C(=C\c1ccc(F)cc1)NC(=O)c1ccccc1 (centres undefined)	1	-3	-0.2	2	27	-9	-5	-2
CCOC(=O)c1ccc(NC(=O)CSC(=S)N2CCOCC2)cc1	0	8	0.9	-6	8	-13	-11	-12
O=C(Cc1cccs1)N1CCN(S(=O)(=O)c2cccc([N+](=O)[O-])c2)CC1	1	8	-0.5	-1	13	-5	13	-2
CC(Oc1cc2oc(=O)cc(-c3ccccc3)c2cc1Cl)C(=O)NCC1CCC(C(=O)O)CC1 (centres undefined)	-4	-28	0.6	7	-59	11	-11	-3
Cc1cc(Cl)ccc1OCC(=O)NCCOc1nc(N2CCOCC2)nc(N2CCOCC2)n1	-1	-4	1.0	-9	26	6	-16	-14
COc1cccc(CC(=O)OCC(=O)c2cc(OC)c(OC)c(OC)c2)c1	5	11	-0.6	-3	-6	-2	0	-1
O=C(NCc1ccccc1Cl)C1CCN(S(=O)(=O)N2CCOCC2)CC1	-3	0	-1.5	2	16	-7	-15	-5
COc1ccccc1N1CCN(C(=O)c2sc3nc(C)nc(N4CCN(c5ccccn5)CC4)c3c2C)CC1	-4	23	1.2	3	2	7	-13	-3
O=C(O)CC(C(=O)O)c1ccc(OCCCCOc2ccc(C(CC(=O)O)C(=O)O)cc2)cc1 (centres undefined)	1	1	-0.7	-1	8	-5	4	0
O=C(NC1CCCCC1)c1ccc(S(=O)(=O)NCc2ccco2)cc1	2	2	-0.3	-3	15	-1	5	-14
CC1(C)CC(NC(=O)c2cccc(F)c2)CC(C)(C)N1	2	-4	0.3	-10	10	-7	-7	5
COc1ccc(C(=O)COC(=O)[C@@H](NS(=O)(=O)c2ccccc2)C(C)C)cc1	10	-9	0.5	-7	13	0	16	-4
COCCNc1nnc(Cc2ccccc2)c(=O)[nH]1	2	-1	-0.2	-1	23	-4	7	6

Overlap with the part before: 4 compounds; new compounds follow.
SMILES	NR3A LBD binder	PfG6PD inh	MPTP inh	SENP7 inh	SENP8 block	HKDC1 inhibitor	SENP6 inh	ATG4B inhibitor
O=C(NC1CCCCC1)c1ccc(S(=O)(=O)NCc2ccco2)cc1	2	2	-0.3	-3	15	-1	5	-14
CC1(C)CC(NC(=O)c2cccc(F)c2)CC(C)(C)N1	2	-4	0.3	-10	10	-7	-7	5
COc1ccc(C(=O)COC(=O)[C@@H](NS(=O)(=O)c2ccccc2)C(C)C)cc1	10	-9	0.5	-7	13	0	16	-4
COCCNc1nnc(Cc2ccccc2)c(=O)[nH]1	2	-1	-0.2	-1	23	-4	7	6
C=C(C)COc1ccc(-c2n[nH]c(C)c2-c2ccc(OC)cc2)c(O)c1	12*	2	-2.0	5	-1	-4	-30	9
CCCN(CCC)C(=O)CP(=O)(c1ccccc1)c1ccccc1	-2	-2	-1.8	1	12	-7	13	-2
COc1ccc(Cc2nnc(SCC(=O)c3ccccc3)o2)cc1	1	-16	-1.4	-2	21	-2	10	2
CC(C)(C)S(=O)(=O)N1C[C@H]2C(=CC[C@@H]3C(=O)N(c4ccccc4)C(=O)[C@@H]32)[C@H]1CCO	1	17	0.9	/	-2	-5	/	0
O=C(COC(=O)CCCN1C(=O)c2ccccc2C1=O)Nc1cc(Cl)cc(Cl)c1	3	25	2.0	12	4	-5	-17	9
O=C(NCC(=O)N1CC(O)CC1C(=O)N1CCCC1C(=O)OCc1ccccc1)OCc1ccccc1 (centres undefined)	1	-10	-2.9	-5	4	-5	-10	-3
COc1ccc(NC(=O)CSc2ncnc3c2cnn3CCc2ccccc2)cc1	0	-17	-5.2	12	12	-10	0	-7
COc1ccc(S(=O)(=O)N(CC(=O)N/N=C/c2ccccc2C(=O)O)c2ccccc2OC)cc1	-1	-19	-0.2	2	9	-8	-3	0
Cc1ccc(-n2nc(C)c3c(C)c(CCC(=O)Nc4ccc(CN5CCCC5)cc4)c(C)nc32)cc1	-2	0	3.5	-2	-398	-5	-23	-2
CC(=O)Nc1ccc(NC(C)=O)c(NC2OCC(O)C(O)C2O)c1 (centres undefined)	1	-4	2.0	3	-8	-5	7	1
O=C(Nc1c2c(nn1-c1ccccc1)CS(=O)(=O)C2)c1ccc2c(c1)OCO2	7	-2	-2.4	-8	-14	-5	4	-8
O=C(O)c1ccc(CP(=O)(c2ccccc2)c2ccccc2)cc1	0	0	0.2	10	11	0	-4	1
CCn1c(C)nc2cc(C(=O)NNC(=S)NC(=O)c3ccc(OC)cc3)ccc21	-4	-13	-2.7	-2	-1	-8	3	-8
CCCCCn1c(=O)c2ccccc2n2c(=S)[nH]nc12	1	20	0.0	-4	21	4	4	-7
Cc1cc(CNC(=O)COc2ccc(F)cc2F)c2ccccc2n1	1	-4	21	-4	8	0	-9	-3

Entries of single compounds from above. Order of values: NR3A LBD binder	PfG6PD inh	MPTP inh	SENP7 inh	SENP8 block	HKDC1 inhibitor	SENP6 inh	ATG4B inhibitor
`Cc1cccc(C(=O)N[C@H](C(=O)OCC(=O)NC2CCS(=O)(=O)C2)C(C)C)c1` (some centres undefined) as listed: 0	-16	-0.6	-1	17	-11	0	31
`Cc1ccc(-n2nc(C)c3c(C)c(CCC(=O)Nc4ccc(CN5CCCC5)cc4)c(C)nc32)cc1` as listed: -2	0	3.5	-2	-398	-5	-23	-2
`O=C(CCCCCNS(=O)(=O)c1ccc(Br)cc1)NCCN1CCOCC1` as listed: -2	0	-1.1	-1	22	-8	-1	2

The listing continues:
SMILES	NR3A LBD binder	PfG6PD inh	MPTP inh	SENP7 inh	SENP8 block	HKDC1 inhibitor	SENP6 inh	ATG4B inhibitor
O=C(COC(=O)c1cnccn1)Nc1c(Cl)cc(Cl)cc1Cl	0	-15	0.0	-2	2	-5	1	0
COC(=O)C1=C(C)NC(C)=C(C(=O)OC)C1C(=O)OCC(=O)c1ccc(Br)cc1	-3	11	-0.9	0	-280	-4	-7	-10
O=C(CSc1nnnn1C1CCCC1)Nc1ccccc1F	0	2	-0.2	-4	4	1	8	-3
COc1ccc(-c2cc3c(=O)n(CC(=O)NCCCN4CCC(N5CCCCC5)CC4)ncn3n2)cc1	7	-1	1.5	2	-60	-3	-9	-4
O=c1/c(=C\c2cccn2-c2ccccc2)sc2nc3ccccc3n12	1	-7	-0.7	/	7	-4	/	-1
COc1ccc2c(c1)C(c1ccc([N+](=O)[O-])cc1)=NNC(c1ccco1)=N2	-4	12	0.6	-5	18	-5	-14	28
Cc1cc(C)cc(OCC(=O)Nc2ccc(S(=O)(=O)Nc3ccccn3)cc2)c1	-3	17	3.7	11	-294	-7	26	-19
COc1ccccc1CNC(=O)[C@@H](NC(=O)C1CCN(C(=O)[C@@H]2CCCN2)CC1)C(C)C	0	5	0.1	0	0	-7	-6	-21
O=C(Nc1ccccc1)c1ccc(S(=O)(=O)N2CCC(C(=O)O)CC2)cc1	0	-2	-2.1	-10	0	-6	-10	0
Cc1cc2cc3c(cc2nc1SCC(=O)N1CCN(C(=O)c2ccco2)CC1)OCO3	-13	9	-0.1	7	-6	-8	20	-11
O=C(Cc1ccc(-c2ccccc2)cc1)NC(c1ccccc1)c1ccccc1	0	30	4.2	-7	-22	10	-17	-9
CC(/C=N/n1c(-c2ccco2)n[nH]c1=S)=C\c1ccco1	2	22	0.7	2	13	0	-3	2
O=C(c1ccc(OC(F)(F)F)cc1)c1ncc[nH]1	-7	-1	0.3	11	-4	-4	13	-1
CC(Oc1ccccc1F)C(=O)Nc1ccc2ccccc2c1 (centres undefined)	-12	18	1.1	-3	9	1	-7	11
CCCN1CCC(NC(=S)Nc2ccc([N+](=O)[O-])cc2)CC1	-1	5	2.5	8	19	-4	1	-4
O=C(CCl)N1c2ccccc2CCc2ccccc21	/	/	0.4	-8	18	/	15	/
Cc1ccc(S(=O)(=O)N(C)c2ccc(OCC(=O)Nc3nc4ccccc4s3)cc2)cc1	-6	-8	31	3	0	-8	6	-9
